Source: PubChem
ULK1 primary = ULK1 kinase inhibitors, primary screen, biochemical, AlphaScreen; Serine/threonine-protein kinase ULK1 (Homo sapiens), O75385; 1.9% of 30,000 active; AlphaScreen Atg13 phosphorylation by ULK1, luminescence; inhibition, % at 5.96 µM; in the data active = inhibition above about 43%;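 also: 0% = median of compound wells and 100% = no enzyme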
ASK1 inh = ASK1 kinase inhibitors, primary screen, biochemical, AlphaScreen. Mitogen-activated protein kinase kinase kinase 5 (Homo sapiens), Q99683. AlphaScreen MKK6 phosphorylation by ASK1, luminescence. inhibition, % at 7.44 µM. 0.99% of 22,000 active; in the data active = inhibition above about 35%;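 also: 0% = median of compound wells and 100% = no enzyme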
Active calls of the source: *; / = not tested or not shown.

SMILES	ULK1 primary	ASK1 inh
COc1ccc(CCNC(=O)c2cc(N3CCC(N4CCOCC4)CC3)nc3ccccc23)cc1	-22	-21
CC(C)[C@@H](O)C(=O)N1CCC[C@@H]1C(=O)Nc1ccc2[nH]ncc2c1	13	4
O=C(Cc1ccccc1)Nc1cnn(-c2cccc(C(=O)Nc3ccc(Cn4ccnc4)cc3)c2)c1	3	-15
OCC1CCCN1c1nc(NCc2ccccc2)c2ncn(Cc3ccc(C(F)(F)F)cc3)c2n1 (centres undefined)	-17	-6
Cc1nc(C)n(-c2ccc(Nc3nccc(-c4ccc5ccccc5c4)n3)cc2)n1	-2	-3
O=C(Cc1cn(-c2ccc(NCCN3CCOCC3)nn2)c2ccccc12)NC1CCN(Cc2ccccc2)CC1	0	-6
c1ccc(OCCNc2nc(Nc3ccc(-n4ccnc4)cc3)nc3c2ncn3-c2ccccc2)cc1	-7	2
O=C(NCCCN1CCCC1=O)c1ccc2nc(Nc3ccc(-n4ccnc4)cc3)sc2c1	8	3
COc1nc(Nc2ccc(Oc3ccccc3)cc2)nc(-c2ccc(C(=O)N3CCN(C)CC3)cc2)n1	-25	1
O=C1CCCN1CCCNc1nc(Nc2cnccn2)nc2c1ncn2Cc1ccc(C(F)(F)F)cc1	5	7
CN(C)CCNc1cc(-c2ccc(F)cc2)nc(-c2cccnc2)n1	-3	/
CCCNc1nc(NCC)ncc1C	-4	-13
COc1ccc2oc(C)c(C(=O)Nc3ccccc3C)c2c1	-8	/
CN(C)c1cccc(Nc2nccc(NCc3cccc(C(F)(F)F)c3)n2)c1	-1	43*
c1ccc(CNc2cc(Nc3ccccc3)ncn2)cc1	1	1
COc1ccc(CCNc2nc(-c3ccc(N4CCOCC4)nc3)nc3c2ncn3Cc2ccc(C(F)(F)F)cc2)cc1	-2	-2
O=C(Nc1ccc(Oc2ccccc2)cc1)c1csc(-c2ccccc2)n1	-12	-23
O=C1CCCN1CCn1cnc2c(Nc3ccccc3)nc(Nc3ccccc3)nc21	4	1
O=C(Nc1ccc(N2CCOCC2)cc1)c1cccc(-n2cc(C(=O)Nc3ccccc3)cn2)c1	-4	4
FC(F)(F)c1cccc(CNc2ccnc(Nc3ccc4ncccc4c3)n2)c1	-33	-1
c1ccc(Nc2nc(N3CCc4ccccc4C3)nc3nc[nH]c23)cc1	3	6
Cc1nn(C)c(C)c1-c1cc(C(=O)O)[nH]n1	-2	/
O=C(NC1CC1)c1cccc(Nc2ccc(N3CCOCC3)cc2)n1	7	1
CC(C)n1cnc2c(Nc3ccc4c(c3)OCO4)nc(NCCN3CCOCC3)nc21	13	-9
COCCCNc1nc2cc(F)ccc2n2ccnc12	0	/
NC(=O)c1ncn2c(=O)n(CCCl)nnc12	0	/
O=C(CCN1CCOCC1)c1ccc(Br)cc1	-11	/
CC(=O)Nc1ccc(Nc2cc(NCc3ccc4c(c3)OCO4)ncn2)cc1	0	3
COc1ccc(-c2cc(Nc3cc(OC)c(OC)c(OC)c3)ncn2)cn1	-12	-13
CC(=O)Nc1ccc(Nc2nc(N3CCN(c4ccccn4)CC3)nc3c2ncn3Cc2ccc(C(F)(F)F)cc2)cc1	-58	6
CN1CCN(CCNC(=O)c2cccc(CN(C(=O)c3nc4ccc(-c5cn[nH]c5)cc4s3)C3CC3)c2)CC1	53*	-37
CN1C(CSCC(F)(F)F)Nc2cc(Cl)c(S(N)(=O)=O)cc2S1(=O)=O (centres undefined)	-8	/
Nc1nc(N)nc(-c2cc(Cl)ccc2Cl)n1	-6	/
CC(C)n1c(NCc2cccnc2)nc2c(NCCOc3ccccc3)ncnc21	-17	0
CCN(CC)C(=O)C1CCCN(c2nc(C)cc(NC3CCN(Cc4ccccc4)CC3)n2)C1 (centres undefined)	-26	-8
FC(F)(F)c1ccc(Nc2nccc(Nc3ccc(N4CCOCC4)cc3)n2)cc1	-2	13
CC(=O)c1cccc(-c2ncc(C(=O)Nc3ccccc3)s2)c1	-2	19
COc1ccc(-c2nc(Nc3ccccc3)c3cc(OC)c(OC)cc3n2)cc1	-38	-7
FC(F)(F)Oc1ccc(Nc2nccc(NCc3cccc(C(F)(F)F)c3)n2)cc1	-31	-32
O=C(Nc1ccc(N2CCOCC2)cc1)c1cnc(N2CCCC2CO)s1 (centres undefined)	-23	-1
Cn1c(Nc2cccc(C(=O)NCCc3ccc(O)cc3)n2)nc2ccccc21	-47	-6
c1ccc(-n2cnc3c(NCCN4CCOCC4)nc(Nc4ccccn4)nc32)cc1	9	-13
CC(=O)Nc1ccc(Nc2nc(-c3ccccc3)nc3nc[nH]c23)cc1	-9	5
CCN(CC)C(=O)C1CCCN(c2cccc(C(=O)NCCN3CCOCC3)c2)C1 (centres undefined)	7	-13
COc1cc(Nc2nc(NCCN3CCOCC3)c3ncn(C4CCCCC4)c3n2)cc(OC)c1OC	-6	9
C=CCN1CCN(c2c(Cl)cccc2NC(=O)c2cccc(Nc3ccccn3)n2)CC1	-5	-16
CCN(CC)C(=O)C1CCCN(c2nc(C(=O)Nc3ccc(NC(C)=O)cc3)cs2)C1 (centres undefined)	7	0
c1ccc2c(c1)CCN(c1nc(Nc3ccc(N4CCOCC4)cc3)c3ncn(C4CCCCC4)c3n1)C2	14	26
O=C(NCCOc1ccccc1)c1ccc2nc(Nc3ccc(-n4ccnc4)cc3)sc2c1	-11	10
Cc1ccn2cc(-c3ccc(NC(=O)c4ccc(Cl)cc4)cc3)nc2n1	-3	/
Cc1cnc(Nc2ccc(C(F)(F)F)cc2)nc1NCc1ccccc1	-8	-5
COC(=O)C1=C(C)NC2=C(C(=O)c3ccccc32)C1c1ccc(OCC(=O)O)cc1 (centres undefined)	9	/
CN(C)CCC(c1ccc(Br)cc1)c1ccccn1 (centres undefined)	-9	/
O=C(Nc1ccccc1)c1cnc(-c2ccc(N3CCOCC3)nc2)s1	-10	7
COCCOC(=O)C1=C(C)NC2=C(C(=O)CCC2)C1c1ccc(C)cc1 (centres undefined)	0	/
CCN(CC)CCOc1cc(-c2cn[nH]c2C)ccc1NC(=O)C1COc2ccc(OC)cc2C1 (centres undefined)	15	2
FC(F)(F)c1cccc(CNc2nc(Cl)nc3nc[nH]c23)c1	-14	-1
O=C(NC1CCN(Cc2ccccc2)CC1)c1ccnc(-c2ccccc2)c1	-13	-12
Cc1cnc(NCCCN2CCCC2=O)nc1NCc1ccccc1	9	-9
COc1ccc(-c2ncc(C(=O)NCCO)s2)cn1	4	-9
Carrying on.
SMILES	ULK1 primary	ASK1 inh
c1cc(N2CCOCC2)ccc1Nc1nc(NCCN2CCOCC2)c2ncn(C3CCCCC3)c2n1	0	16
C/C(=N/NC(=O)c1ccc(Br)cc1)C1CC1	-10	/
Cc1ccc2c(c1)CC(c1nc3ccc(-c4ccnc(N)c4)cc3[nH]1)CO2 (centres undefined)	-6	19
Cc1cc(-n2c(C)nc3ncccc3c2=O)ccc1NC(=O)c1ccc(Br)o1	3	/
COc1cc(Nc2cc(-c3csc4ccccc34)nc(N)n2)cc(OC)c1OC	-25	9
COc1cccc(C(=O)NCc2c(-c3ccc(F)cc3)nc3n2CCS3)c1	-10	/
Cc1cnc(-c2ccc(C(=O)N3CCN(C)CC3)cc2)nc1NCc1cccc(C(F)(F)F)c1	-5	-3
O=C(Nc1ccc(N2CCOCC2)cc1)c1cccc(-n2nccc2NC(=O)c2ccco2)c1	13	-2
CCCNc1nc(NCCN2CCOCC2)nc2c1ncn2C1CCCCC1	-1	-15
CN1CCN(CCNC(=O)c2ccnc(-n3ncc4cc(N(c5ccc(C#N)cc5)c5ccc(C#N)cc5)ccc43)c2)CC1	-14	-33
CC(=O)c1cccc(-c2nc3c(NCc4cccnc4)ncnc3n2C(C)C)c1	18	-12
CCN(CC)C(=O)C1CCCN(c2nc3ncnc(NCc4ccccc4)c3[nH]2)C1 (centres undefined)	0	-20
COc1cc(OC)nc(Oc2cccnc2/C=N/OCC(=O)OC(C)(C)C)n1	0	/
COc1ccc(-c2nc(Nc3ccc(N4CCOCC4)cc3)c3ncn(CCN4CCCC4=O)c3n2)cn1	-1	11
COc1cc2ccccc2cc1C(=O)Nc1nc2c(s1)CN(Cc1ccccc1)CC2	-11	/
CC(=O)c1cccc(-c2ccc(C(=O)NCCc3ccc(O)cc3)s2)c1	-17	-10
Fc1cccc(CN2CCC(c3nc4ccc(-c5ccncc5)cc4[nH]3)CC2)c1	0	4
Oc1ccccc1C=Nc1ccccc1Cl	5	/
CC(C)(C)NC(=O)c1ccc2ccccc2c1	4	/
Cc1noc(C)c1-c1nc(NCCO)c2[nH]cnc2n1	-9	-7
Fc1ccccc1CNc1nc(-c2ccncc2)cs1	-2	4
COc1nc(NCc2ccccc2)nc(-c2cccc(C(C)=O)c2)n1	-11	-1
O=C(Nc1ccccc1)c1ccc2nc(N3CCCC3CO)sc2c1 (centres undefined)	-4	0
COc1ccc(Nc2nccc(NCc3cccc(C(F)(F)F)c3)n2)cn1	-28	-3

In the list so far, two have a COOH group:
SMILES	ULK1 primary	ASK1 inh
Cc1nn(C)c(C)c1-c1cc(C(=O)O)[nH]n1	-2	/
COC(=O)C1=C(C)NC2=C(C(=O)c3ccccc32)C1c1ccc(OCC(=O)O)cc1 (centres undefined)	9	/

New compounds follow
SMILES	ULK1 primary	ASK1 inh
Cc1nc(NC(C)c2ccccc2)cc(-c2ccc(F)cc2)n1 (centres undefined)	-4	/
CCCNC(=O)c1ccc2nc(N3CCc4ccccc4C3)sc2c1	3	8
Cc1cnc(NC2CCC(O)CC2)nc1NCc1cccnc1 (centres undefined)	2	-6
CCN1CCN(c2cc3c(cc2F)c(=O)c(C(=O)O)cn3C2CC2)CC1	-14	/
Nc1cccc(-c2cncc(C(=O)NCc3nc4ccccc4[nH]3)c2)c1	7	3
O=C(/C=C/c1ccco1)Nc1ccncc1	-5	/
Cc1cccc(Nc2ccc3c(cnn3-c3cccc(C(=O)NCCN4CCN(C5CCC5)CC4)c3)c2)c1Cl	-30	24
OC[C@@H](O)[C@@H](O)[C@H](O)[C@H](O)CO	-16	/
CC(=O)c1cccc(-c2nc(C)cc(NCCO)n2)c1	3	-3
CCN(CC)C(=O)C1CCCN(c2nc(C)cc(Nc3ccc(Oc4ccccc4)cc3)n2)C1 (centres undefined)	-23	12
Cc1cccc(OCC(=O)Nc2ccc3c(c2)CC(=O)N3C)c1	5	/
Nc1nc(NCCO)cc(-c2cccs2)n1	0	3
Cc1noc(C)c1-c1nc(Nc2ccc(N3CCOCC3)cc2)c2[nH]cnc2n1	-7	-17
COc1cccc(CNC(=O)N(C)c2ccc(-c3cn[nH]c3)cc2)c1	-17	1
Nc1nc(N)c2nc(CNc3ccc(C(=O)NC(CCC(=O)O)C(=O)O)cc3)cnc2n1 (centres undefined)	-1	/
CC(C)n1cnc2c(NCc3cccnc3)nc(-c3csc4ccccc34)nc21	-36	1
O=C(C(O)c1ccc(Br)cc1)N1CCN(c2ccc3cnccc3c2)CC1 (centres undefined)	-8	-2
O=C(NCc1cccnc1)c1cnc(NCc2ccc3c(c2)OCO3)s1	1	-15
c1coc(CNc2ncc(-c3cccs3)cn2)c1	2	/
c1ccc(OCCNc2ccnc(N3CCc4ccccc4C3)n2)cc1	-9	-2
c1ccc(C(c2ccccc2)c2noc(C3CCNCC3)n2)cc1	4	/
O=C(NCCN1CCOCC1)c1ccc2nc(Nc3ncccn3)sc2c1	9	4
COc1ccc(-c2nc(NCc3cccc(C(F)(F)F)c3)c3ncn(-c4ccccc4)c3n2)cc1	-16	15
O=C(NCCCN1CCCC1=O)c1csc(Br)n1	2	2

Reprinted from the part before: four entries, then new ones.
SMILES	ULK1 primary	ASK1 inh
c1ccc(C(c2ccccc2)c2noc(C3CCNCC3)n2)cc1	4	/
O=C(NCCN1CCOCC1)c1ccc2nc(Nc3ncccn3)sc2c1	9	4
COc1ccc(-c2nc(NCc3cccc(C(F)(F)F)c3)c3ncn(-c4ccccc4)c3n2)cc1	-16	15
O=C(NCCCN1CCCC1=O)c1csc(Br)n1	2	2
CC(C)n1cnc2c(NCc3cccnc3)nc(N3CCOCC3)nc21	-7	3
COc1cc(Nc2nc(NCCOc3ccccc3)c3ncn(C4CCCCC4)c3n2)cc(OC)c1OC	3	17
Cc1cc(N2CCCC2)nc(Nc2ccc(NS(=O)(=O)c3cccc(F)c3)cc2)n1	-29	/
COc1ccc(-c2nc(Nc3cc(OC)c(OC)c(OC)c3)c3ncn(C(C)C)c3n2)cc1	-35	9
c1cncc(CNc2nc(NCc3cccnc3)c3[nH]cnc3n2)c1	16	13
CCN(CC)C(=O)C1CCCN(c2nc(NCCOc3ccccc3)c3ncn(-c4ccsc4)c3n2)C1 (centres undefined)	12	10
N[C@@H](C(=O)N1CCCC(Nc2ccc3[nH]ncc3c2)C1)c1ccccc1 (some centres undefined)	7	-29
c1cncc(Nc2nc(NCc3nc4ccccc4[nH]3)c3ncn(C4CCCCC4)c3n2)c1	9	-14
CCNc1nc(Nc2ccccc2)c2cc(OC)c(OC)cc2n1	-4	-16
OC1CCN(c2cc(-c3ccccc3F)nc(-c3ccncc3)n2)CC1	-9	/
COc1ccc(CC(=O)Nc2cc(-n3ncc4ccccc43)ccn2)cc1	-7	5

Record cards, from the list above. Order of values: ULK1 primary | ASK1 inh
c1cncc(Nc2nc(NCc3nc4ccccc4[nH]3)c3ncn(C4CCCCC4)c3n2)c1 reads 9 | -14
CC(C)n1cnc2c(NCc3cccnc3)nc(N3CCOCC3)nc21 reads -7 | 3
